IL2 activator – qHTS of IL-2 Activators; IL-2 activation reporter assay, cell-based qHTS; stimulated with anti-CD3/CD4/CD28 beads; in transgenic mouse T cells; activation, % (series mostly up to about 46 µM); 360,000 compounds, 0.065% hits; in the data active = activation above about 50%; inconclusive = mostly about 30% to 49%; note: 0% is about no effect
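Quantitative HTS in unstimulated transgenic mouse T cells, with memory T cells as non-tolerant control and PMA/ionomycin as tolerance-bypass control. Compound pretreatment lasted 60 minutes before 18 h bead stimulation; EGFP/DsRed fluorescence read.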
HepG2 tox – qHTS for Inhibitors of TGF-b: Cytotox Counterscreen; HepG2 CAGA-GFP viability, ATP luminescence, 18 h; Potency, µM (doses to about 46.1 µM), inactives show top-dose activity change, negative = cytotoxicity, actives largely listed as cytotoxic; 410,000 compounds, 0.76% hits; note: potency is the fitted concentration of half-maximal effect; some results filed as inactive show a strong effect at the top dose
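CellTiter-Glo luminescence gave cytotoxicity after 18 hours at 37 degrees C. The cells were HepG2 CAGA-GFP in 1% FBS DMEM, stimulated with 500 pg/mL TGF-beta after compound addition. %Activity was normalised to no-cell wells (complete cell-killing) and DMSO (no toxicity), and curves were fitted and classified.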
S2 tox – Viability Counterscreen for Primary qHTS for Inhibitors of ATXN expression; 400,000 compounds, 0.49% hits; Potency, µM (series often up to 56.7 µM), most hits filed as cytotoxic; S2 cells (HEK-293 line with an ATXN2-luciferase reporter) viability, CellTiter-Fluor protease fluorescence, 24 h; note: potency is the fitted concentration of half-maximal effect; nearly all actives have a fitted effect of over 40% in size
Nrf2 block – Nrf2 qHTS screen for inhibitors. 360,000 compounds, 2.1% hits. Potency, µM (highest dose often 46 µM), without a hit: at the highest dose activity change, negative = inhibition, hits mostly inhibitors. A549 ARE-Fluc reporter, luciferase luminescence, 18-24 h. AID 504444, 2011; note: potency is the fitted concentration of half-maximal effect; % is set by controls: 0 for no effect and ±100 for the full control effect; nearly all actives have a fitted effect of over 60% in size
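Two sequential reads on A549 ARE_Fluc cells exposed to compound for 18-24 h: a CellTiter-Fluor fluorescence read for viability, then a luciferase luminescence read for Nrf2/ARE activity.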
Nrf2 activator – qHTS of Nrf2 Activators; AREc32 ARE-luciferase reporter (MCF7-derived line), luminescence, 24 h; 410,000 compounds, 0.31% hits; Potency, µM (top dose mostly 46.1 µM), inactives show at the top dose activation, hits mostly activators; AID 624171, 2012; note: potency is the fitted concentration of half-maximal effect; % of control where 0% means no effect; nearly all actives have a fitted effect of over 65% in size
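AREc32_Fluc, 1000 cells/well, OPTI-MEM + 5% FBS, o/n 37 deg C 5% CO2; 23 nL cpd by pin tool, 24 hr; Steady-Glo 30 min RT, luminescence.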
EPAC2 ag – qHTS for Agonist of cAMP-regulated guanine nucleotide exchange factor 4 (EPAC2): primary screen. EPAC2 activation, biochemical qHTS; response scale: 100% = 6.5 mM cAMP response. 360,000 compounds, 0.079% hits. AID 720711, 2013. Potency, µM (highest dose often 154 µM), without a hit: at the highest dose activation, actives largely listed as activators. Rap guanine nucleotide exchange factor 4 (Homo sapiens), Q8WZA2; note: potency is the fitted concentration of half-maximal effect; nearly all actives have a fitted effect of over 50% in size
Target sequence (Q8WZA2 whole entry, looked up): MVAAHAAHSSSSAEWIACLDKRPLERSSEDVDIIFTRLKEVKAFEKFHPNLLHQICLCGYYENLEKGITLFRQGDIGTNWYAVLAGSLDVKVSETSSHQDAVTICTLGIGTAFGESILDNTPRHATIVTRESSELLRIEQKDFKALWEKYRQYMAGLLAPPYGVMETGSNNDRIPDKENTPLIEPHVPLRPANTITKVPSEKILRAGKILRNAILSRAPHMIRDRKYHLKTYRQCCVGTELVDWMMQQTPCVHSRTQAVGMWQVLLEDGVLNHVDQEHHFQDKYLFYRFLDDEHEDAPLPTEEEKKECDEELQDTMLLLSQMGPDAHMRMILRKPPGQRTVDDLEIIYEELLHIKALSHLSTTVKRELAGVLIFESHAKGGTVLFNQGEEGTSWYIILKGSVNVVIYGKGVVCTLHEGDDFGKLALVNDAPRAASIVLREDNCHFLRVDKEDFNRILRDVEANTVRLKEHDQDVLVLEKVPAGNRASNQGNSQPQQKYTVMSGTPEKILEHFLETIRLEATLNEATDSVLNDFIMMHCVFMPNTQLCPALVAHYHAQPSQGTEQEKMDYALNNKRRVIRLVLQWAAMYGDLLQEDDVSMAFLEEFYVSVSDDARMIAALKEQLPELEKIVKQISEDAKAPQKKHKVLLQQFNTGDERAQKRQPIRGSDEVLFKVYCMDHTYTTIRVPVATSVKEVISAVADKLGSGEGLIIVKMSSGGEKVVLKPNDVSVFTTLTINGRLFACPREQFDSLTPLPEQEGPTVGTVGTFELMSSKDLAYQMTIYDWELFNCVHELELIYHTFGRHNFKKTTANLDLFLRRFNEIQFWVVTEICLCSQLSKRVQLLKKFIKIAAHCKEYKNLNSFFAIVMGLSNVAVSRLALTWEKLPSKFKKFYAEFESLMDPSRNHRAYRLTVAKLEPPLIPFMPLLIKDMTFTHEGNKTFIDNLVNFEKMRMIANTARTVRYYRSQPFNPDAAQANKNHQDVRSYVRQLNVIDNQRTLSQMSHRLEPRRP
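Compounds were added across a concentration range to EPAC2 (100 nM), RAP1B-BODIPY-GDP (250 nM) and GDP (50 uM). After 5 min at room temperature, fluorescence was recorded at 5-min intervals for 30 min.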
ATXN2 expr inh – Primary qHTS for Inhibitors of ATXN expression; HEK-293 ATXN2-luciferase reporter, luminescence, 24 h; Potency, µM (top dose mostly 57 µM), for inactives: top-dose activity change, negative = inhibition, actives largely listed as inhibitors; 360,000 compounds, 0.72% hits; AID 1745845, 2022; note: potency is the fitted concentration of half-maximal effect; % is set by controls: 0 for no effect and ±100 for the full control effect; nearly all actives have a fitted effect of over 55% in size
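ATXN2-luciferase reporter cells (luciferase flanked by upstream and downstream ATXN2 gene portions) were treated 24 h at 37 °C with compounds at up to 57 uM. SteadyGlo luminescence gave expression; GF-AFC fluorescence gave viability.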
A549 tox – Nrf2 qHTS screen for inhibitors: counterscreen for cytotoxicity; Potency, µM (highest dose often 46 µM), for the others: at the top dose activity change, negative = cytotoxicity, hits mostly inhibitors; A549 ARE-Fluc cells, CellTiter-Fluor viability, 18-24 h; 390,000 compounds, 0.16% hits; note: potency is the fitted concentration of half-maximal effect; % is set by controls: 0 for no effect and ±100 for the full control effect
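Cytotoxicity counterscreen: CellTiter-Fluor fluorescence was measured in A549 ARE_Fluc cells after 18-24 h of compound exposure in a concentration series. The subsequent BugLite luminescent read reports ARE-luciferase activity.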
TGFb SMAD3 inh – qHTS for Inhibitors of TGF-b; Potency, µM (series often up to 46.1 µM), for the others: at the highest dose activity, negative = inhibition, most hits filed as inhibitors; HepG2 CAGA-GFP TGF-b/SMAD3 reporter, GFP fluorescence, 18 h; TGF-beta stimulated, 500 pg/mL final; 410,000 compounds, 1.2% hits; note: potency is the fitted concentration of half-maximal effect; % is set by controls: 0 for no effect and ±100 for the full control effect; nearly all actives have a fitted effect of over 65% in size
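HEPG2 CAGA-GFP cells (1000/well, DMEM with 1% FBS) were pre-incubated 2 h at 37 degrees C, given compound by pin tool, then stimulated with TGF-beta at 500 pg/mL final for 18 h before per-cell GFP fluorescence imaging.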
Starred values were filed as active, the others as inactive; i = inactive; ? = inconclusive; . = not tested or not shown; & = joins results of further samples; [ ] = remark or other dose. Unless noted, calls come from the whole dose curve; as a rule, active = well fitted curve in the direction sought with a large enough effect; inconclusive = small, poorly fitted or top-dose-only effect, or another doubt; inactive = no such curve, though single readings can be large; an effect the other way counts as inactive or inconclusive. This is a subset; rates above refer to the full screens.

[1] O=c1[nH]c(=S)n(C2CC2)c(O)c1C=NCc1ccc(F)cc1
[2] CC(Cc1ccccc1)NCCC(=O)NC(C)Cc1ccccc1 (stereo not given)
[3] NC(=O)c1cn(C2CCCCC2)c2ccccc2c1=O
[4] CCOP(=O)(NC(C)C)Oc1ccc(SC)c(C)c1 (stereo not given)
[5] CN(C)CC1CSCCC1(O)c1ccc(Cl)cc1 (stereo not given)
[6] Cc1cc(C)c(C(=O)N2CCC3(CC2)OCCO3)c(C)c1

| Compound | 1 | 2 | 3 | 4 | 5 | 6 |
| --- | --- | --- | --- | --- | --- | --- |
| IL2 activator | -0.6 | -0.3 | -2.0 | 1.4 | -0.6 | 0.7 |
| HepG2 tox | -45% | -38% | -1% | -26% | -24% | 1% |
| S2 tox | i | i | i | i | i | i |
| Nrf2 block | -9% | 6% | -6% | -14% | ? | ? |
| Nrf2 activator | 0.2% | -0.3% | -0.7% | -0.5% | -0.1% | -0.1% |
| EPAC2 ag | 6% | -3% | 1% | 0% | 4% | 1% |
| ATXN2 expr inh | -20% | . | 3% | 0% | -31% | 2% |
| A549 tox | 3% | -2% | 7% | 2% | 2% | -2% |
| TGFb SMAD3 inh | 7% | -25% | 0% | 0% | -1% | ? |

[7] C/C(=N\N1CCCCC1c1cccnc1)c1c(O)n(C2CCCCC2)c(=S)[nH]c1=O (stereo not given)
[8] CCOc1cc(C=C2C(=O)NC(=O)NC2=O)ccc1OS(=O)(=O)c1ccccc1
[9] COc1ccccc1/C=C1/C(=N/O)C2CCN1CC2
[10] CCN(CC)CCOC(=O)C(O)(c1ccccc1)c1ccccc1
[11] Cc1cc(OCc2ccc([N+](=O)[O-])cc2)c2c3c(c(=O)oc2c1)CCCC3
[12] CCCCn1c(O)c(C=NCc2ccc3c(c2)OCO3)c(=O)[nH]c1=O

| Compound | 7 | 8 | 9 | 10 | 11 | 12 |
| --- | --- | --- | --- | --- | --- | --- |
| IL2 activator | -0.7 | 0.1 | -0.5 | -0.3 | 1.0 | -2.6 |
| HepG2 tox | -23% | 12% | 25% | -18% | 6% | -22% |
| S2 tox | i | i | i | i | i | i |
| Nrf2 block | ? | -12% | . | 5% | 9% | -19% |
| Nrf2 activator | 0.6% | -0.5% | -0.5% | 0.1% | 0.2% | 3.3% |
| EPAC2 ag | -12% | 4% | 12% | 2% | -5% | -2% |
| ATXN2 expr inh | -15% | 0% | 2% | -2%&1% | -5% | -10% |
| A549 tox | -25% | -2% | 0% | -2% | 6% | -5% |
| TGFb SMAD3 inh | -7% | 18% | -22% | 5% | 9% | ? |

[13] Fc1cccc(-c2ccc3c(c2)CN(c2cccc(Cl)c2)Cc2cnnn2-3)c1
[14] CC(C)CCNC(=O)CN1C(=O)CN=C(c2ccccc2)c2ccccc21
[15] O=P(Oc1ccccc1)(Oc1ccccc1)N1CCOCC1
[16] CCOC(=O)c1cccc([P+](=O)O)c1
[17] O=c1c2ccccc2nc(/C=C\c2ccccc2F)n1-c1ccc(O)cc1
[18] COc1cc(CC2(CCc3ccncc3)C(=O)N(C)C(=O)N(C)C2=O)cc(OC)c1OC

| Compound | 13 | 14 | 15 | 16 | 17 | 18 |
| --- | --- | --- | --- | --- | --- | --- |
| IL2 activator | -0.1 | -2.6 | 0.1 | -1.8 | . | -0.7 |
| HepG2 tox | -30% | 10% | 4% | 7% | -20% | 3% |
| S2 tox | i | i | i | i | . | i |
| Nrf2 block | . | 3% | -1% | 11% | . | 1% |
| Nrf2 activator | 27% | -0.3% | -0.2% | 0.2% | -0.9% | 2.5% |
| EPAC2 ag | 11% | -1% | 5% | 4% | . | 0% |
| ATXN2 expr inh | -27% | -5% | 3% | 4% | . | 33% |
| A549 tox | . | 2% | -1% | -2% | -4% | 0% |
| TGFb SMAD3 inh | ? | -7% | 8% | -3% | -2% | -12% |

[19] O=C(NCCN1CCC(n2c(=O)[nH]c3ccccc32)CC1)c1ccc2ccccc2c1
[20] Nc1ccc(CC2=NCCN2)cc1
[21] O=c1[nH]c(=O)n(C2CCCCC2)c(O)c1C=NCCCn1ccnc1
[22] COc1ccc2c(C)c(CC(=O)N3C[C@H]4C[C@@H](C3)c3cccc(=O)n3C4)c(=O)oc2c1
[23] O=C(O)c1nn(Cc2ccc(Cl)cc2)c2ccccc12
[24] O=C(CSc1nc2ccccc2c(=O)n1-c1ccc(Cl)c(Cl)c1)Nc1ccc2c(c1)CCC2
[25] COC1CCCCC1NCCc1ccccc1 (stereo not given)
[26] CCOc1cccc(CNC2CN3CCC2CC3)c1 (stereo not given)
[27] Cc1cc(OC(C)C(=O)NCC2CCC(C(=O)O)CC2)c2c3c(c(=O)oc2c1)CCC3 (stereo not given)

| Compound | 19 | 20 | 21 | 22 | 23 | 24 | 25 | 26 | 27 |
| --- | --- | --- | --- | --- | --- | --- | --- | --- | --- |
| IL2 activator | 0.0 | 0.6 | 0.2 | 0.1 | -3.1 | 0.7 | 2.2 | -0.9 | -4.4 |
| HepG2 tox | . | -3% | 4% | 0% | -20% | -4% | 1% | -12% | 3% |
| S2 tox | ? | ? | i | i | i | i | i | i | i |
| Nrf2 block | . | -3% | 21% | 3% | . | . | 24% | ? | 21% |
| Nrf2 activator | 7.8% | -0.4% | 0.0% | -1.4% | -0.9% | 0.6% | 8.8% | -0.2% | 0.0% |
| EPAC2 ag | 12% | 15% | 11% | 1% | 15% | 0% | -7% | 10% | 3% |
| ATXN2 expr inh | ? | 0% | -11% | 2% | . | 6% | . | 2% | -22% |
| A549 tox | . | -1% | 1% | 0% | . | . | 6% | 19% | 1% |
| TGFb SMAD3 inh | . | 0% | 14% | -6% | -4% | ? | -3% | 32%[activator] | -13% |
